# Screening data (PubChem BioAssay)
# MsrA inhibitor: inhibitors of bovine MsrA | purified bovine MsrA, absorbance read-out | AID 651718 | 0.75% of 360,000 active | inhibition, % at 15.5 µM; in the data active means inhibition above about 4.5%;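 further: 0% = vehicle wells with enzyme and 100% = reference inhibitor wells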
# CSN inh: CSN deneddylation inhibition; Q92905; Purified CSN, SCF-Nedd8-OG deneddylation, fluorescence polarization; inhibition, % at 12.5 µM; 0.38% of 360,000 active; AID 651999;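 active means pattern-corrected inhibition above about 35%, with an unprinted fluorescence ratio check between 0.5 and 1.5, limit read from the data, passing the limit was not always enough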;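 further: 0% = enzyme with substrate and 100% = substrate without enzyme; some results filed as inactive read as strong as hits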
# Target sequence (Q92905 whole entry, looked up, one chain of several): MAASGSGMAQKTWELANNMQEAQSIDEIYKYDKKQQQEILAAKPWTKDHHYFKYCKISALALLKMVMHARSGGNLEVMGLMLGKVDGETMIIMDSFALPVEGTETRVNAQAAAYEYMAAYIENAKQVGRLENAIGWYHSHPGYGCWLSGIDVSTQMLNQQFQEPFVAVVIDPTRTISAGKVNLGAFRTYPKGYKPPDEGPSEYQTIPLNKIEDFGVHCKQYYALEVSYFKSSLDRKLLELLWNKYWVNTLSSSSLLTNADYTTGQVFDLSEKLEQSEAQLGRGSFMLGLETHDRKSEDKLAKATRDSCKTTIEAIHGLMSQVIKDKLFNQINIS
#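 Assay system: HEK293T-derived human Csn5 enzyme; quantity: 0.24 nM enzyme; medium: Tris/NaCl/DTT buffer, pH 7.5; also added: substrate SCFSkp2-Nedd8OG, 10 nM; doses: 12.5 µM compound; schedule: 90 min reaction at room temperature; signal: FP; read-out: % inhibition of substrate cleavage by Csn5; benchmarks: substrate-only high control, full reaction low control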
# TbMetRS inhib: blocks T. brucei methionyl-tRNA synthetase activity; AID 624268; inhibition, % at 11.9 µM; 0.4% of 360,000 active; purified T. brucei MetRS, ATP depletion, Kinase-Glo luminescence;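 active means inhibition above a per-plate cutoff of the control wells' mean inhibition plus 3 SD, cut at about 5.5% in these data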;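 further: 0% = DMSO wells median and 100% = median of wells with control inhibitor compound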
#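 Dosing: 11.9 µM compound single dose, 0.9% DMSO; Assay system: purified T. brucei MetRS enzyme; Measured by: Kinase-Glo luciferase luminescence reporting remaining unconsumed ATP; Schedule: 15 min plus 2 h at 25 °C.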
# Scp1 inh: blocks human Scp-1 phosphatase activity. Q9GZU7. Recombinant Scp1, phosphopeptide, malachite green phosphate absorbance. inhibition, % at 20 µM. 0.88% of 340,000 active. AID 493091;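 active means inhibition above about 50% at 20 µM, limit read from the data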;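 further: plate controls were DMSO wells with enzyme for no effect and wells lacking enzyme for full effect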
#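 Material: truncated SCP-1 phosphatase (76-261aa) / Buffer or medium: 50 mM Tris acetate pH 5.5, 0.005% Tween-20, 10 mM MgCl2 / Compound dosing: one concentration, 20 µM, with 1.0% DMSO / Incubation: 45 min room-temperature reaction, 5 min colour, 30 min stabiliser / Detection: colorimetric free-phosphate detection, absorbance 630 nm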
# NadD block: blocks S. aureus nicotinate mononucleotide adenylyltransferase | 0.78% of 360,000 active | AID 602399 | inhibition, % at 20 µM | purified NadD enzyme, colorimetric absorbance read-out; in the data active means inhibition above about 26%; further: some compounds past the cut are filed as inactive
# DNMT1 block: blocks human DNA methyltransferase DNMT1. P26358. inhibition (reported as % activation of signal), % at 10 µM. DNMT1 molecular beacon, Hinp1I cleavage, fluorescence. AID 588458. 0.83% of 360,000 active; in the data active means inhibition above about 50%
# STEP inh: blocks human striatal-enriched tyrosine phosphatase | P54829 | recombinant STEP, OMFP fluorogenic substrate, fluorescence | inhibition, % at 20 µM | 0.25% of 360,000 active;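 active means inhibition at 20 µM, scaled per plate between control wells, above about 37%, limit read from the data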;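 further: 0% = DMSO with enzyme and substrate and 100% = substrate only without enzyme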
#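 Material: STEP (striatal-enriched tyrosine phosphatase) enzyme, cell-free; Compound dosing: 20 µM single dose in 1% DMSO; Technique: fluorescence read at 480 nm ex / 540 nm em; Times: reaction 20 min, ambient temperature; Medium: 50 mM Bis-Tris pH 6.0 with 2.5 mM DTT and 0.005% Tween 20; Also added: OMFP at 25 µM.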
# SUMO1 PPI mod: alters human SUMO1 binding to SIM partners; P63165; SUMO1 binding to a labelled peptide, TR-FRET, 1 h; inhibition, % at 20 µM; 0.33% of 360,000 active; in the data active means inhibition above about 37%
# Target sequence (P63165 whole entry, looked up): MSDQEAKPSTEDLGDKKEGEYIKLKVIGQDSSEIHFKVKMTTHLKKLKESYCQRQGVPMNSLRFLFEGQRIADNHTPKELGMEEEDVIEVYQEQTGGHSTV
# Rpn11 inh: blocks the human proteasome subunit Rpn11; O00487; human 26S proteasome, Ub4-pepOG fluorescence polarization; 20S core pre-blocked with epoxomicin; calls only at 20 µM; 0.59% of 360,000 active; AID 588493;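 active means inhibition at 20 µM, scaled to each plate's controls, above about 33%, limit read from the data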
# Target sequence (O00487 whole entry, looked up): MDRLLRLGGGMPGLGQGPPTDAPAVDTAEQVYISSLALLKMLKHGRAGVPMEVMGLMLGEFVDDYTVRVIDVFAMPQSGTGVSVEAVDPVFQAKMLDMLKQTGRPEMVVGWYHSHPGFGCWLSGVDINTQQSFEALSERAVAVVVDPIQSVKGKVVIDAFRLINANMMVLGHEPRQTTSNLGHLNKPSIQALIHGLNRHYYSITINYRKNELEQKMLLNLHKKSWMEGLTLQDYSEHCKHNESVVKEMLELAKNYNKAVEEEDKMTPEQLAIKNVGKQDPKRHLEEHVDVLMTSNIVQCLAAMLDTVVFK
# LMPTP block: LMPTP (human) inhibition. P24666. recombinant LMPTP-A, OMFP fluorogenic substrate, fluorescence intensity. inhibition, % at 20 µM. 0.22% of 360,000 active. AID 651560;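 active means compounds that cut the enzyme signal by at least half of the control window in the single-dose screen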;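 further: plate controls were DMSO wells with enzyme plus substrate for no effect and substrate without enzyme for full effect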
# Target sequence (P24666 whole entry, looked up): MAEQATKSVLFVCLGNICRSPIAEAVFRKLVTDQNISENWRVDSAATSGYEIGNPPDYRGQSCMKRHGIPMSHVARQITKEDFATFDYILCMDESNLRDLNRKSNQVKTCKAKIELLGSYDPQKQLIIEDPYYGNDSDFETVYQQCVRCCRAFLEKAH
#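 Assay system: LMPTP-A enzyme. Input: 0.625 nM LMPTP-A final. Probe or stimulus: 400 µM OMFP. Compound dosing: single 20 µM dose. Schedule: 50 min dark incubation at room temperature. Detection: fluorescence intensity of OMFP turnover product. Read-out: percent inhibition versus substrate-only and uninhibited controls. Benchmarks: no-enzyme low control, uninhibited high control.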
# * marks the source's active call; other numbers are inactive results; i = inactive; . = not tested or not shown.
# Start of the data: the first five compounds as a preview:
SMILES,MsrA inhibitor,CSN inh,TbMetRS inhib,Scp1 inh,NadD block,DNMT1 block,STEP inh,SUMO1 PPI mod,Rpn11 inh,LMPTP block
CS(=O)(=O)N(Cc1ccccc1)c1ccc(C(=O)NCCSCc2ccco2)cc1,1.7,3.0,-1.8,-6.6,-5.2,-0.6,-4.4,0.5,i,0.8
Cc1ccccc1NC(=O)Cn1c(CCC(=O)O)ccc1-c1cccs1,1.5,-3.0,0.5,-6.9,-2.7,0.9,0.2,2.4,i,0.8
CCOc1ccc(OCC)c(NC(=O)CCCN2C(=O)c3cccnc3C2=O)c1,0.4,-3.8,0.3,2.7,-6.0,0.1,-1.8,-9.1,i,-0.8
Cc1cc(C)n(-c2ccc3nnc(C)n3n2)n1,0.3,0.2,0.2,-7.3,-2.9,3.3,-2.6,-6.6,i,-1.9
CCCc1nc2ccc(C)cn2c1Cc1cccc(F)c1,1.2,-3.4,0.1,.,-4.1,4.8,-1.5,7.8,i,0.0

# All compounds of this part, from the start:
SMILES,MsrA inhibitor,CSN inh,TbMetRS inhib,Scp1 inh,NadD block,DNMT1 block,STEP inh,SUMO1 PPI mod,Rpn11 inh,LMPTP block
CS(=O)(=O)N(Cc1ccccc1)c1ccc(C(=O)NCCSCc2ccco2)cc1,1.7,3.0,-1.8,-6.6,-5.2,-0.6,-4.4,0.5,i,0.8
Cc1ccccc1NC(=O)Cn1c(CCC(=O)O)ccc1-c1cccs1,1.5,-3.0,0.5,-6.9,-2.7,0.9,0.2,2.4,i,0.8
CCOc1ccc(OCC)c(NC(=O)CCCN2C(=O)c3cccnc3C2=O)c1,0.4,-3.8,0.3,2.7,-6.0,0.1,-1.8,-9.1,i,-0.8
Cc1cc(C)n(-c2ccc3nnc(C)n3n2)n1,0.3,0.2,0.2,-7.3,-2.9,3.3,-2.6,-6.6,i,-1.9
CCCc1nc2ccc(C)cn2c1Cc1cccc(F)c1,1.2,-3.4,0.1,.,-4.1,4.8,-1.5,7.8,i,0.0
CC1CC(C)CN(S(=O)(=O)c2ccccc2[N+](=O)[O-])C1 (centres undefined),-0.2,1.1,0.1,0.6,-0.4,-1.0,-0.7,-4.5,i,0.4
Cc1ccc(OCC(=O)Nc2ccc3c(c2)nc(CCN2CCCC2)n3C)cc1,0.5,-4.1,-0.1,.,5.5,-4.9,-4.2,-12.5,i,12.5
COc1ccccc1C(=O)Nc1ccccc1N1CCCCC1,-0.7,-0.5,0.0,-12.3,3.1,5.6,3.8,1.8,i,1.3
CC(=O)c1ccc(NS(=O)(=O)c2ccc(-c3cnc(C4CC4)o3)cc2)cc1,.,-1.2,0.3,0.6,6.2,2.1,9.0,4.7,i,2.7
COc1cc(-c2nc(-c3ccccc3)c(-c3cccs3)[nH]2)cc(OC)c1OC,1.4,10.9,1.5,2.9,5.8,-0.7,2.2,2.8,i,3.7
CNC(=O)C1=C(C)NC(=S)NC1c1cc2c(cc1OC)CCCC2 (centres undefined),-0.6,0.8,-0.5,16.2,-2.2,-1.3,5.2,0.6,i,-0.1
COc1cc2[nH]c(C(=O)N3CCC(Cc4ccccc4)CC3)cc2c(OC)c1OC,0.9,-0.8,-1.5,-7.5,-5.1,-4.1,2.0,6.3,i,2.1
CC1CC(=O)N(CC(=O)Nc2cccc(Cl)c2)c2ccccc2S1(=O)=O (centres undefined),0.9,5.6,0.1,-2.4,1.7,-0.5,0.5,-3.6,i,-0.3
O=C(c1ccc(Cl)c(S(=O)(=O)N2CCCC2)c1)N1CCN(c2ccccn2)CC1,-1.7,1.1,0.1,0.2,-1.6,2.3,-2.8,1.5,i,0.5
COc1ccc(NC(=O)CCCCCN2C(=O)CCC2=O)cc1Cl,-0.2,-5.6,-0.1,-6.1,-6.6,-5.9,4.3,-5.7,i,-1.8
CC(=O)c1cccc(NC(=S)NC(=O)c2ccc(C)cc2Cl)c1,-0.8,3.5,-0.2,-8.6,-6.7,-3.6,0.9,0.9,i,1.0
CCCCOC(=O)c1ccc(NC(=O)CSc2nnnn2C)cc1,-0.5,99.8,0.3,2.9,-1.7,-8.3,0.2,0.2,i,0.2
O=C(Nc1cccc(-c2nnc(-c3ccco3)o2)c1)c1ccccc1,-0.5,1.9,-0.5,-8.4,-6.4,11.8,-1.4,9.9,i,0.6
COc1ccc(NC(=O)c2ccc(OC(=S)N(C)c3ccc(OC)cc3)cc2)cc1,0.9,2.8,-0.3,-19.9,-7.5,40.4,-2.5,-2.6,i,-1.6
Cc1cc(=O)oc2cc(O)cc(O)c12,2.3,-3.3,0.4,-6.2,-2.0,1.8,-0.4,3.2,i,-1.6
CN(C)S(=O)(=O)c1ccc(Cl)c(NC(=O)COC(=O)C2CCCO2)c1 (centres undefined),0.1,-2.9,-0.8,-1.8,-4.1,-0.8,0.3,5.1,i,-1.5
CCCCN(C)S(=O)(=O)c1ccc(C(=O)Nc2nnc(CSC)o2)cc1,1.8,0.2,-1.0,-2.2,8.1,0.8,1.6,0.2,i,-1.7
Cc1ccc(C(=O)Nc2cccc(NC(=O)CN3CCCCC3)c2)cc1,-1.0,2.8,-0.4,0.5,-0.5,-1.8,-1.7,2.5,i,0.8
C/C=C/c1ccc(OCCOc2cccc3cccnc23)c(OC)c1,1.3,-2.2,-0.2,-2.0,3.4,0.4,4.1,-3.9,i,2.2
CCSc1nnc(-c2ccc(S(=O)(=O)N3CCOCC3)cc2)n1C,-0.8,-7.3,-1.1,8.1,-0.8,2.7,-2.9,2.1,i,-0.9
CC(C)Cn1cc(C(=O)N2CCN(c3ccccn3)CC2)c2c3ccccc3n(C)c2c1=O,0.8,-5.4,-0.5,-1.1,-2.1,-1.2,1.9,1.3,i,-0.1
O=C(Nc1ccc(F)c(F)c1)c1cccnc1,0.1,-1.0,-0.1,-5.6,0.1,0.1,2.4,0.5,i,0.2
Cc1cc(C)c(C)c(OC(=O)c2sc(Cl)nc2C)c1,-1.1,0.2,-0.7,-11.1,1.0,10.1,1.8,16.9,i,-1.2
CS(=O)(=O)n1nc(-c2ccccc2)nc1NCc1ccco1,-0.2,-1.1,-0.6,-5.9,2.0,-1.2,1.9,2.2,i,-2.7
COC(=O)c1ccc(C(=O)Nc2ccc3c(c2)C(=O)NC3=O)cc1,0.1,78.2,-0.3,75.0*,2.6,-4.2,93.8*,94.5*,.,30.5
CC(=NNC(=S)Nc1cccc(Cl)c1)c1ccccn1,1.5,4.5,-0.3,-7.6,2.8,-13.7,-0.6,-2.8,i,-0.2
CC(O)C(NS(=O)(=O)c1ccc(Cl)cc1)C(=O)OCC(=O)c1c[nH]c2ccccc12 (centres undefined),0.0,6.1,2.1,-23.0,-4.2,-8.5,-1.9,2.4,i,-0.4
O=C(O)CCN1c2ccccc2Sc2ccccc21,-0.1,1.8,-0.8,-11.0,7.5,0.9,1.3,-1.4,i,0.9
Cc1cc(NCCCO)n2c(nc3ccccc32)c1C#N,2.8,6.8,-0.2,0.7,-3.1,15.2,2.2,-0.7,i,2.2
CCCC/C(=N\NC(=O)c1ccc(Br)o1)c1ccccc1,1.4,-2.4,-0.6,-6.3,-4.8,3.5,-4.6,-1.7,i,-1.0
O=C(O)CC1(CC(=O)Nc2ccccc2N2CCOCC2)CCCC1,-0.7,-0.8,-0.7,-8.9,1.8,-4.9,-0.4,2.4,i,-1.5
CN(C(=O)COC(=O)c1ccc(S(=O)(=O)N2CCCCCC2)cc1)c1ccccc1,-0.9,-0.9,0.1,.,2.3,0.6,-3.0,3.2,i,2.8
CCCCN(C(=O)c1cccc(S(=O)(=O)N(C)c2ccc(C)cc2)c1)c1c(N)n(CC(C)C)c(=O)[nH]c1=O,-0.2,0.6,0.1,-3.4,-0.2,0.3,2.6,-1.3,i,-0.6
O=C(Nc1ccccc1F)NC1CCCCCCC1,-1.2,4.7,-0.3,-2.0,-0.7,-1.0,1.7,0.0,i,0.7
CC(C)(C)C(=O)N1CCN(c2nc3ccccc3s2)CC1,-0.4,1.4,-0.1,-4.5,2.5,2.9,-1.5,1.7,i,-1.2
CO[C@@]12[C@H](COC(N)=O)C3=C(C(=O)C(C)=C(N)C3=O)N1C[C@@H]1N[C@@H]12,-1.6,-10.3,-0.5,-3.5,-4.8,2.9,-2.2,2.5,i,0.2
CCN(CC(=O)Nc1c(F)cccc1F)C(=O)c1ccc(S(=O)(=O)NCc2ccco2)cc1,-0.8,8.2,-0.1,-9.5,-0.2,1.1,-2.2,-2.1,i,-0.9
CSc1nc(N)n2nc(-c3ccccc3)cc2n1,-1.6,-2.1,0.0,2.3,3.4,1.4,-2.8,-1.7,i,0.2
CCc1c(C(=O)NC2CCCCC2)[nH]c(C)c1C(C)=O,1.3,-4.3,-0.6,-7.3,1.8,-0.3,6.5,3.6,i,-0.1
CC(=O)Nc1ccc(NC(=O)c2cc(-c3ccc(C)cc3O)n[nH]2)cc1,1.3,-0.7,-0.7,2.2,-0.5,-5.5,2.6,74.4*,i,-0.3
COc1cccc(C(=O)NCCN2CCN(c3ccc(Cl)cc3)CC2)c1,0.1,-4.5,-0.6,-1.2,-6.6,6.8,-1.7,1.7,i,-0.9
Cc1ccc(SCC(=O)OCC(=O)NC2CCCCCCC2)cc1,-0.6,-2.3,-0.3,-12.4,-5.1,-0.2,0.4,3.7,i,1.3
COc1cnc(-c2ccccc2)nc1Oc1cccc(C)c1,-0.2,-4.0,-1.8,-0.6,0.2,0.5,2.1,3.3,i,2.1
O=C(c1ccco1)N1CCN(C(=O)c2ccco2)C1=S,1.2,0.3,-0.2,2.2,-2.1,6.1,1.8,1.6,i,-1.4
Cc1ccc(NC(=O)Cn2cc(C(F)(F)F)cc(Cl)c2=O)cc1Cl,0.7,-8.0,0.2,-2.9,6.9,23.6,0.9,-1.6,i,0.4
COC(=O)c1cccc(COC(=O)CNC(=O)c2ccco2)c1,0.1,-0.4,-0.1,-6.1,2.3,1.5,-7.8,-0.4,i,-1.4
CCOC(=O)c1c(NC(=O)C2CCCCC2)sc2c1CCN(CC)C2,1.2,5.8,0.1,-8.5,0.1,-2.1,0.5,2.6,i,-1.1
CCN(CC)C(=O)c1sc2nc(-c3ccccc3)ccc2c1N,0.1,7.7,-0.2,-7.1,29.7*,-5.9,-1.6,-25.5,i,-0.2
O=Cc1cc(N=Nc2ccccc2Cl)ccc1O,1.9,-3.5,0.7,-14.2,2.3,-0.6,3.7,-15.9,i,-0.1
